Tat export inh: E. coli Tat export inhibitors, primary screen, MC4100, TorA-mCherry reporter, fluorescence, single point; inhibition, % at 10 µM; actives 0.036% (n = 340,000); AID 488895, 2010;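 active = mean replicate inhibition at least 50% and at least half of replicates individually reaching 50%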;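 note: exported cargo escapes ClpAP degradation while cytoplasmic cargo is degraded and loses fluorescence; 0% = median of neutral control wells and 100% = median of NaSCN control wells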
Mot1-301 SUMO: yeast Mot1-301 growth rescue at high temperature, primary screen, SUMOylation pathway inhibitor project, S. cerevisiae, ATP luminescence, 38.5C; AID 2716, 2010; growth rescue, % at 18.8 µM; actives 1% (n = 320,000); S. cerevisiae Mot1-301 growth rescue; percent above DMSO median, 100 means doubled;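 active = every valid replicate shows activation above 250% relative to neutral control wells; inactive = the rest, any valid replicate at or below 250%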;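 note: OY570 slx delta 5 strain wells were the positive control but not used for scaling; some compounds called inactive have numbers as strong as hits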
CDK5 p35 inh: inhibitors of human CDK5/p35 kinase, primary screen, biochemical, single concentration. Cyclin-dependent kinase 5 (Homo sapiens) + Cyclin-dependent kinase 5 activator 1 (Homo …. inhibition, % at 10 µM. Recombinant CDK5/p35, ADP-Glo luminescence, 60 min. actives 0.01% (n = 330,000);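 active = highest replicate inhibition of at least 50% and at least 75% of replicates reaching 50%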;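 note: plate controls were DMSO neutral control for no effect and GW8510 at 10 µM for full effect; many of its hits are not listed in these tables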
Target sequence (Q00535 whole entry, looked up): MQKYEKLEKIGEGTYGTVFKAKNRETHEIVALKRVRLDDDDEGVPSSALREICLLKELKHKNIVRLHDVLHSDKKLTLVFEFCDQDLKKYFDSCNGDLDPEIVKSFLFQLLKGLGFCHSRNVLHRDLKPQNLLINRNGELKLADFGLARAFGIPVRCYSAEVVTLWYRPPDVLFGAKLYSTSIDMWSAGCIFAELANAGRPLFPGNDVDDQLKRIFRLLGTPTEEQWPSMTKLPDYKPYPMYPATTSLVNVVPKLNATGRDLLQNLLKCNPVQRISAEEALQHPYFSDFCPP
Target sequence (Q15078 whole entry, looked up): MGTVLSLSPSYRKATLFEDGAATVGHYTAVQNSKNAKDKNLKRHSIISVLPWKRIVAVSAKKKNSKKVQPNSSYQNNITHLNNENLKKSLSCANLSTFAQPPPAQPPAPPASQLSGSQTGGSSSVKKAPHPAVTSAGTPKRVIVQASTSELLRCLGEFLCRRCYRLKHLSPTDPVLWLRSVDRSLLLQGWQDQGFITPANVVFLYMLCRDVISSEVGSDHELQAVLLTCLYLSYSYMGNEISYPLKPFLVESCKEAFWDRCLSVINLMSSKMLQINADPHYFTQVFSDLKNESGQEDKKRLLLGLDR
PKA-R2B activ: activators of PKA-R2B holoenzyme, primary screen, biochemical, fluorescence polarization, Cy5-IP20, human | cAMP-dependent protein kinase catalytic subunit beta (Homo sapiens) + cAMP-dependent … | PKA-R2B holoenzyme dissociation; R2B truncated from residue 108, S112A mutant; 0% DMSO only, 100% 113 µM cGMP | activation, % at 11.4 µM | actives 0.079% (n = 340,000) | AID 504700, 2011;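 active = activation above a cutoff set at the mean over all compounds plus 3 SD, cut at about 18% in these data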;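 note: higher means more holoenzyme dissociation and a rise in polarization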
Target sequence (P31323 whole entry, looked up, other chains not shown, the tested form may be a part): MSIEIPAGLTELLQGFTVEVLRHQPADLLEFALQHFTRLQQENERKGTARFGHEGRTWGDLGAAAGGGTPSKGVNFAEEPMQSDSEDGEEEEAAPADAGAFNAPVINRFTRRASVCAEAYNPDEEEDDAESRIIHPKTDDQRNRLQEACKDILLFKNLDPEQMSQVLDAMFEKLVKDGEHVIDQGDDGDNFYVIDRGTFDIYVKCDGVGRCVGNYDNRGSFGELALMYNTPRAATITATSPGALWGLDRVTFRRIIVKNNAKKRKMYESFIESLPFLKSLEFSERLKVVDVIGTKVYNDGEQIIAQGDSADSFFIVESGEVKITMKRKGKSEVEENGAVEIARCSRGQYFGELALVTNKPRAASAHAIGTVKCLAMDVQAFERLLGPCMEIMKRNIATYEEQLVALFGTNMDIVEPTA
Ecoli viability: E. coli V3065 growth inhibition, primary screen, counter-screen for AddAB inhibitor project, absorbance, OD600 | 18 h | inhibition, % at 11.9 µM | actives 0.27% (n = 330,000) | AID 449728, 2010;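 active = inhibition above the campaign's mean inhibition across all tested compounds plus 3 SD, cut at about 9.9% in these data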;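 note: uninfected addAB+ strain grown without phage in ampicillin broth; 0% = DMSO wells and 100% = ciprofloxacin 0.95 µg/ml wells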
AddAB inh: growth inhibition of E. coli expressing H. pylori AddAB, primary screen, AddAB inhibitor project, absorbance; inhibition, % at 11.9 µM; actives 0.29% (n = 330,000); AID 435030, 2010; in the data active = inhibition above about 12%;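 note: 0% = vehicle wells of infected cells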
DAGLB inhibitor: DAGLB lipase inhibitors, primary screen, biochemical, fluorescence, HTS | inhibition, % at 5.17 µM | actives 0.059% (n = 340,000) | HEK293T DAGLB membrane lysate, EnzChek fluorogenic substrate; in the data active = inhibition above about 34%;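 note: 0% = enzyme with vehicle and 100% = wells lacking enzyme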
phage Ecoli inh: growth loss of phage-infected E. coli, primary screen, RecBCD inhibitor project, absorbance, with phage, HTS | inhibition, % at 11.9 µM | actives 0.26% (n = 360,000); in the data active = inhibition above about 11%
PKA-R1A act: activators of PKA-R1A holoenzyme, primary screen, biochemical, fluorescence polarization, Cy5-IP20, bovine R1A, mouse PKAc | cAMP-dependent protein kinase type I-alpha regulatory subunit (Bos taurus) + … | PKA-R1A dissociation; scaled: DMSO 0%, 113 µM cGMP 100% | activation, % at 11.4 µM | actives 0.083% (n = 340,000);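 active = percent activation above the mean of all tested compounds plus 3 SD, cut at about 19% in these data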;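 note: higher means more PKAc released from R1A so a rise in polarization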
Starred values were filed as active, the others as inactive; x = not tested or not shown.

#	SMILES	Tat export inh	Mot1-301 SUMO	CDK5 p35 inh	PKA-R2B activ	Ecoli viability	AddAB inh	DAGLB inhibitor	phage Ecoli inh	PKA-R1A act
1	Cc1cc(C(=O)Nc2ccc3c(c2)CCC3)ccc1[N+](=O)[O-]	x	20.1	x	x	1.1	-0.1	x	2.2	x
2	CCOc1ccc2nc(NC(=O)CN3CCN(c4ccccn4)CC3)sc2c1	x	-4.5	x	x	-2.6	-1.9	x	-0.9	x
3	COc1ccc(OC)c(NC(=O)Nc2ccc3[nH]ccc3c2)c1	x	14.4	x	x	2.4	2.6	x	1.1	x
4	NC(=O)c1ccc[n+](CC(=O)c2ccccc2)c1	x	2.3	x	x	3.3	2.7	x	1.5	x
5	CC(C)NC(=O)c1ccc(-n2c(=S)[nH]c3ccccc3c2=O)cc1	x	11.4	x	x	0.7	-0.2	x	0.7	x
6	COc1ccc(N2CCN(C(=O)COc3ccccc3)CC2)cc1	x	-4.3	x	x	1.1	-0.6	x	2.6	x
7	O=C(CSc1nc2ccccc2[nH]1)N/N=C/c1ccncc1	x	-6.9	x	x	0.9	3.0	x	-3.4	x
8	O=c1c2c3c(sc2n(CCN2CCCC2)c(=O)n1Cc1ccccc1)CCCCC3	x	-10.5	x	x	-0.3	-0.7	x	0.7	x
9	COc1ccc(Nc2nc(-c3cccs3)cs2)cc1	x	2.6	x	x	-2.2	0.3	x	1.9	x
10	Nc1nc(N)c2cc(Sc3ccc4ccccc4c3)ccc2n1	x	-42.1	x	x	102.0*	98.0*	x	63.4*	x
11	O=C1C(CSCc2ccccc2)NC(=S)N1c1ccccc1 (centres undefined)	x	3.6	x	x	0.1	1.7	x	-0.2	x
12	O=C(O)c1ccc(/C=N/NC(=O)C2CC2(c2ccccc2)c2ccccc2)cc1 (centres undefined)	x	-7.2	x	x	-0.9	6.8	x	5.2	x
13	CCN(CC)CCSc1nc2ccccc2c(=S)n1-c1ccccc1	x	-7.4	x	x	-0.1	2.7	x	4.6	x
14	CCOC(=O)N1CCC(NS(=O)(=O)c2ccc(NC(C)=O)c(Cl)c2)CC1	x	5.9	x	x	-0.9	-1.4	x	-2.5	x
15	N#C/C(=C\c1ccncc1)c1nc2ccccc2o1	x	13.2	x	x	-1.9	2.4	x	3.1	x
16	Cc1cc(C(=O)N/N=C/c2ccc(-c3cccc(Br)c3)o2)n[nH]1	x	12.3	x	x	-1.0	4.0	x	-1.8	x
17	Cc1ccc(NC(=O)Nc2ccno2)cc1	x	32.5	x	x	2.1	2.3	x	6.6	x
18	CCOc1ccc(/C(O)=C2\C(=O)C(=O)N(c3ccc(OC)cc3)C2c2ccccc2[N+](=O)[O-])cc1 (centres undefined)	x	-11.8	x	x	-2.2	1.0	x	1.0	x
19	CCc1cccc(CC)c1N(COC)C(=O)Cn1cnc2ccccc21	x	-14.7	x	x	2.7	2.7	x	3.5	x
20	O=S(=O)(Cc1ccco1)Cc1nc(-c2ccc(Cl)cc2)cs1	x	-7.4	x	x	-1.8	-0.4	x	-0.3	x
21	Cn1c(SCc2ccc(C(C)(C)C)cc2)nnc1C1COc2ccccc2O1 (centres undefined)	x	-3.3	x	x	-1.0	0.3	x	2.5	x
22	CN(C)N=Nc1nc2c(c(=O)n(C)c(=O)n2C)n1C	x	90.2	x	x	-1.1	0.4	x	3.5	x
23	COc1ccccc1CC(=O)NCc1csc(-c2cccs2)n1	x	-4.1	x	x	1.2	1.8	x	0.8	x
24	Cc1ccc(N=CC2=C(O)CC(c3ccccc3Cl)CC2=O)cc1 (centres undefined)	x	-14.4	x	x	0.4	-0.1	x	0.8	x
25	c1ccc(Nc2ncnc3[nH]ncc23)cc1	x	-16.2	x	x	-2.1	0.1	x	1.5	x

Overlap with the part before: five compounds; new compounds follow.
#	SMILES	Tat export inh	Mot1-301 SUMO	CDK5 p35 inh	PKA-R2B activ	Ecoli viability	AddAB inh	DAGLB inhibitor	phage Ecoli inh	PKA-R1A act
21	Cn1c(SCc2ccc(C(C)(C)C)cc2)nnc1C1COc2ccccc2O1 (centres undefined)	x	-3.3	x	x	-1.0	0.3	x	2.5	x
22	CN(C)N=Nc1nc2c(c(=O)n(C)c(=O)n2C)n1C	x	90.2	x	x	-1.1	0.4	x	3.5	x
23	COc1ccccc1CC(=O)NCc1csc(-c2cccs2)n1	x	-4.1	x	x	1.2	1.8	x	0.8	x
24	Cc1ccc(N=CC2=C(O)CC(c3ccccc3Cl)CC2=O)cc1 (centres undefined)	x	-14.4	x	x	0.4	-0.1	x	0.8	x
25	c1ccc(Nc2ncnc3[nH]ncc23)cc1	x	-16.2	x	x	-2.1	0.1	x	1.5	x
26	O=c1cc(CSc2n[nH]c(=O)n2C2CC2)c2ccc(O)cc2o1	x	-10.7	x	x	-0.7	-1.3	x	3.8	x
27	COc1ccccc1N1C(=O)[C@@H]2[C@H](C1=O)[C@H](C(=O)c1ccc(OC(C)=O)cc1)N1N=CC=C[C@@H]21	x	-7.4	x	x	-0.2	4.0	x	-1.2	x
28	COc1cc(C(F)(F)F)nc2c(Br)c(C(C)(C)C)nn12	x	2.9	x	x	0.8	-0.7	x	2.8	x
29	NC(=O)CC[C@@H]1NC(=O)[C@H](CO)NC(=O)c2cc([N+](=O)[O-])cc(I)c2NCCC[C@@H](C(N)=O)NC(=O)[C@H](Cc2ccc(O)cc2)NC1=O	x	0.2	x	x	-2.4	-0.8	x	2.5	x
30	COc1cc(-c2nnco2)cc(OC)c1OC	x	-8.3	x	x	1.2	0.3	x	3.0	x
31	Cc1ccnc(NS(=O)(=O)c2ccc(C(C)(C)C)cc2)c1	x	-5.7	x	x	-0.4	0.5	x	4.6	x
32	Cc1cc(C)nc(OC(=O)c2ccc(Cl)cc2Cl)n1	x	-17.4	x	x	1.1	5.3	x	1.6	x
33	CC(Sc1nnc(-c2cccnc2)n1-c1ccccc1F)C(=O)N1CCCc2ccccc21 (centres undefined)	x	29.9	x	x	-1.3	2.5	x	2.2	x
34	CC(=O)Oc1ccc(Cl)cc1/C=C/c1cc(OC(C)=O)c2ccccc2n1	x	70.3	x	x	1.0	-0.5	x	3.3	x
35	CSc1nccc(Oc2ccccc2Cl)n1	x	5.4	x	x	-0.8	-1.1	x	2.6	x
36	CCOC(=O)c1ccc(NC(=O)C2CC3CCC2C3)cc1 (centres undefined)	x	190.9	x	x	-1.4	2.8	x	1.6	x
37	COc1ccc(OC)c(Nc2cc(-c3ccccc3)nc(N)n2)c1	x	-5.0	x	x	1.6	1.5	x	0.7	x
38	Cn1cccc1/C=N/NC(=O)CNc1cccc2ccccc12	x	56.0	x	x	-0.5	3.6	x	4.9	x
39	CCOc1ccc(C(=O)Nc2nc(C)c(C(=O)OC)s2)cc1	x	21.7	x	x	2.5	1.3	x	-1.5	x
40	O=C(Nc1ccccc1)Nc1scc2c1c(=O)oc1ccccc12	x	-1.7	x	x	0.7	0.5	x	1.3	x
41	Cn1nc(-c2ccc(Cl)cc2)cc1NC(=O)CC(C)(C)CC(=O)O	x	-6.4	x	x	1.8	3.2	x	-0.5	x
42	CC(C)CC1NC(=O)c2cc(Cl)ccc2-n2c1nc1ccc(F)cc1c2=O (centres undefined)	x	4.9	x	x	1.4	2.7	x	1.2	x
43	Oc1ccc(Br)cc1/C=N/Nc1nc(N2CCCCC2)nc(N2CCOCC2)n1	x	-12.0	x	x	0.3	-1.3	x	3.9	x
44	Cn1c(SCC(=O)NNC(=O)Nc2ccc(Cl)cc2)nnc1-c1ccccc1	x	-14.7	x	x	-1.4	-1.5	x	3.2	x
45	Cc1ccc2nc(-c3ccc(NC(=O)CN(C)S(=O)(=O)c4ccccc4)cc3)sc2c1	x	574.5*	x	x	1.4	3.0	x	-1.1	x
46	COc1ccc(-n2nc(C#N)c(Cl)cc2=O)cc1	2.0	x	-0.2	x	x	x	x	3.2	x
47	NC(=O)c1ccc2nc(NC(=O)c3ccc(N)cc3)sc2c1	-11.0	x	0.6	x	x	x	x	3.8	x
48	Cc1cc(C)cc(NC(=O)c2ccc([N+](=O)[O-])o2)c1	-4.9	x	-0.2	x	x	x	x	9.6	x
49	CN1/C(=C\C(=O)C[n+]2ccc3ccccc3c2)C(C)(C)c2ccccc21	-3.0	x	-0.1	x	x	x	x	3.5	x
50	COc1ccc2sc(/C=C/c3ccccc3O)[n+](C)c2c1	-3.7	x	3.5	x	x	x	x	2.0	x
51	CCCOc1ccc(Cc2c(COCC)[nH]c(=S)[nH]c2=O)cc1	-0.8	x	-1.7	x	x	x	x	6.5	x
52	CC(C)(O)C1Cc2cc(/C=C/C(=O)O)c(O)cc2O1 (centres undefined)	-3.6	x	-3.6	x	x	x	x	3.9	x
53	Cc1ccccc1N=C1NC(=O)/C(=C/c2cccn2-c2cccc(C(=O)O)c2)S1	-7.4	x	0.1	x	x	x	x	5.8	x
54	O=C(O)C(Cc1ccccc1)N1C(=O)/C(=C/c2cccs2)SC1=S (centres undefined)	-4.1	x	-1.6	x	x	x	x	4.1	x
55	O=C1CC(NCc2ccccc2)C(=O)N1c1ccc(F)cc1 (centres undefined)	3.0	x	-0.4	x	x	x	x	2.7	x
56	N#C/C(=C\c1ccncc1)c1nc2ccccc2[nH]1	-7.1	x	0.6	x	x	x	x	4.3	x
57	CC(=O)NC1=NC(=O)/C(=C/c2cc(C)n(-c3cccc(C(=O)O)c3)c2C)S1	-0.8	x	-0.2	x	x	x	x	1.6	x
58	C=CCc1cccc2cc(C(=O)Nc3ccccc3C(=O)O)c(=O)oc12	-9.0	x	-0.3	x	x	x	x	5.1	x
59	O=C1C(=O)N(Cc2ccccc2)C(=O)N1CCOc1ccccc1	1.5	x	0.0	x	x	x	x	3.9	x
60	COCOCCn1cc(CN2CCS(=O)(=O)N(Cc3ccc(-c4cccc(CO)c4)cc3)C(C)C2=O)nn1 (centres undefined)	x	x	x	-4.4	x	x	2.4	3.8	-1.6
61	COc1ccc(Br)c(C(=O)OCC(=O)NC2CCCCCCC2)c1	x	x	x	-1.2	x	x	-10.2	3.2	1.7
62	COc1ccc(NC(=O)N(C)C[C@H]2Oc3ncc(Br)cc3C(=O)N([C@H](C)CO)C[C@@H]2C)cc1	x	x	x	11.2	x	x	-3.6	0.4	-0.8
63	CCCCN1C(=O)CC2CCOC21C (centres undefined)	x	x	x	-9.3	x	x	-6.5	1.5	-3.0
64	C[C@H]1CN([C@@H](C)CO)S(=O)(=O)c2ccc(Br)cc2O[C@@H]1CN(C)Cc1ccccc1	x	x	x	-1.6	x	x	-4.5	1.3	-12.2
65	CCN(CC(=O)Nc1ccc(NC(C)=O)cc1)C(=O)C1CC1	x	x	x	-17.2	x	x	-8.1	0.4	-2.9
66	C[C@H](CO)N1C[C@H](C)[C@@H](CN(C)C(=O)CN2CCOCC2)Oc2ncc(-c3cncnc3)cc2C1=O	x	x	x	13.1	x	x	-3.7	2.8	0.5

Source: PubChem BioAssay (several laboratories)

Some of the compounds tested (hit frequency here may not be typical).
